RAD52 inh = blocks human RAD52 DNA annealing; P43351; recombinant RAD52 DNA annealing, FRET fluorescence; AID 651710; inhibition, % at 18.7 µM; 0.46% of 360,000 active;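 active = every replicate showing at least 50% inhibition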
E-sel inducer = E-selectin induction on HUVECs | HUVEC E-selectin immunofluorescence imaging; normalized: neutral wells 0, TNF-alpha wells 100 | activation, % at 7.58 µM | 0.37% of 260,000 active | P16581;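 active = mean E-selectin-positive cell signal at least 10% of the positive control, reached in at least 60% of replicates, without over 20% cell loss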;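 also: in these data hits start at about 27%; measured in HUVEC primary endothelial cells; signal is the percent of cells scored E-selectin positive by PE staining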
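Material: HUVEC primary endothelial cells; Amount: 3,000 cells per well; Dosing: single concentration; Medium: EGM-2 growth medium on 0.1% gelatin-coated wells; Read-out basis: percent E-selectin-positive cells; Signal: immunofluorescence imaging; Control set: TNF-alpha, DMSO.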
ERAP1 HTS inh = inhibitors of human ERAP1 aminopeptidase | Q9NZ08 | recombinant ERAP1, Leu-AMC fluorescence, 60 min | inhibition, % at 10.7 µM | 0.15% of 340,000 active;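 active = mean replicate inhibition of at least 30%, or all replicates individually reaching that 30% level; inactive = mean below 30% and not every replicate reaching it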;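 also: 0% = neutral control wells and 100% = L-leucinethiol positive control wells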
Target sequence (Q9NZ08 whole entry, looked up): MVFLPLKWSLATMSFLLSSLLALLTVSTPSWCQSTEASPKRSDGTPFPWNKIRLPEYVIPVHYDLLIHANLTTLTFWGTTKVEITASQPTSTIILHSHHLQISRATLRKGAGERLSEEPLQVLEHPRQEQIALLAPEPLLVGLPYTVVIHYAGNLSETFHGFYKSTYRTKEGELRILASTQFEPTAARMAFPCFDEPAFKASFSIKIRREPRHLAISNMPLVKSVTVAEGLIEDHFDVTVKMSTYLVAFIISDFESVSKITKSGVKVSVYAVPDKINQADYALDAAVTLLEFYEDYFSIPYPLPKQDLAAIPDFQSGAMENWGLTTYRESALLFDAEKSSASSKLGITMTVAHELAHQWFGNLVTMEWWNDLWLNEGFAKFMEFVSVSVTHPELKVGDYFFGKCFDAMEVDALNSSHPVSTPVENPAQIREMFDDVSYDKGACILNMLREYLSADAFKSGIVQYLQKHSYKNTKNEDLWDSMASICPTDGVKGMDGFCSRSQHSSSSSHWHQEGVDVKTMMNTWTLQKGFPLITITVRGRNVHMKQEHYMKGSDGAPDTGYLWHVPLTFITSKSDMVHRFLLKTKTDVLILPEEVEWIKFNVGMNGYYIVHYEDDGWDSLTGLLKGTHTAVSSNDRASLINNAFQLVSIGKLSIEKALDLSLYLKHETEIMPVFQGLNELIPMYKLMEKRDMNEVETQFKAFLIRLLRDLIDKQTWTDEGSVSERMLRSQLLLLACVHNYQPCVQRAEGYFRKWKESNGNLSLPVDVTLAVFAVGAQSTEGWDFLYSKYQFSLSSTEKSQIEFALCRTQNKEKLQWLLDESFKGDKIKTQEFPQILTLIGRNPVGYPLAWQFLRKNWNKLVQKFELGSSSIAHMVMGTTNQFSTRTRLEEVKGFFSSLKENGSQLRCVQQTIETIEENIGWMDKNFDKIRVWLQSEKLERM
Starred values were filed as active, the others as inactive; & = joins results of further samples. These rows are one share of the data; rates above refer to the full screens.

SMILES	RAD52 inh	E-sel inducer	ERAP1 HTS inh
COc1ccc(CC(=O)OCC(=O)N(CC(C)C)c2c(N)n(Cc3ccccc3)c(=O)[nH]c2=O)cc1	-5	-2.2	-1
Cc1ccc(C(c2ccc(C)c(C)c2)C(O)C2OC(=O)C(O)C2O)cc1C (stereo not drawn)	-2	0.1	2
NNc1nc(-c2ccccc2)c2cc(Cl)ccc2n1	19	-0.5	-3
NC(CSCc1ccccc1Cl)C(=O)O (stereo not drawn)	-8	-1.1	0
O=C(Nc1ccc2c(c1)OCCO2)C1C(c2ccccc2)=Nc2ccccc2N1C(=O)c1cccnc1 (stereo not drawn)	-15	-0.2	1
Cc1cccc(NC(=O)COc2coc(CN3CCN(c4ccccc4)CC3)cc2=O)c1	-8	0.1	-2
COc1cc2c(cc1OC)[C@@]1(c3ccccc3)CCCC[C@H]1[C@@H]2NC(=O)C(F)(F)F	-1	0.1	-2
Cc1ccc(C2NC(=O)c3[nH]nc(-c4ccccc4)c32)cc1 (stereo not drawn)	-2	0.2	5
C=C(C)COc1ccc(-c2ncncc2-c2ccccc2OC)c(O)c1	-9	-0.1	1
O=C(O)c1c2c(nc3ccccc13)/C(=C/c1ccc(O)cc1)CCC2	-8	3.1	5
CC(C)(C)NC(=S)NCC1CC1	17	-4.1	4
CCCNC(=O)[C@H]1[C@H](CO)[C@H]2Cn3c(ccc(-c4ccccc4OC)c3=O)[C@H]2N1S(C)(=O)=O	17	-1.0	3
Cc1cc(NC(=O)CSc2nnc(C)n2-c2ccccc2)no1	0	0.6	-3
Cc1ccc(N2C(=O)CC(N3CCN(c4ccccn4)CC3)C2=O)cc1 (stereo not drawn)	-7	-0.1	-1
COc1ccccc1OCCOC(=O)Nc1ccccc1	2	-0.2	13
C/C=C/c1ccc([C@H]2[C@@H](CO)N[C@@H]2CNC(=O)C2CC2)cc1	-11	-0.1	1
COC(=O)C1=CN(c2ccc(C(C)(C)C)cc2)C(N)=C(C#N)C1c1cccc([N+](=O)[O-])c1 (stereo not drawn)	-5	-0.3	-3
O=C(NCc1ccccc1)C1C(c2ccccc2)=Nc2ccccc2N1C(=O)c1ccncc1 (stereo not drawn)	-12	-0.2	0
c1ccc(COC2CCCN(Cc3nc(-c4cnccn4)no3)C2)nc1 (stereo not drawn)	-11	-0.1	1
COc1ccc(NC(=O)CN2CC(C)OC(C)C2)cc1Cl (stereo not drawn)	1	1.9	2
CCN=C1NC(c2ccc(C(F)(F)F)cc2)C(C(=O)OC)=C(C)N1Cc1cccc(C(F)(F)F)c1 (stereo not drawn)	-31	1.9	-1
O=C(NCc1ccccc1)[C@@H]1CCCN1C(=O)[C@H]1CCCN1C(=O)N1CCCCC1	-7	0.0	-4
Cc1cnc(CNC(=O)C2CCC(=O)N(CCc3ccc(Cl)cc3)C2)cn1 (stereo not drawn)	-7	-0.2	4
COc1ccc2c3c([nH]c2c1)[C@H](CO)N(Cc1ccccc1F)CC31CN(C(=O)C2CCCC2)C1	-12	-0.1	2

By substructure: the entries above containing an NH in an aromatic ring
SMILES	RAD52 inh	E-sel inducer	ERAP1 HTS inh
COc1ccc(CC(=O)OCC(=O)N(CC(C)C)c2c(N)n(Cc3ccccc3)c(=O)[nH]c2=O)cc1	-5	-2.2	-1
Cc1ccc(C2NC(=O)c3[nH]nc(-c4ccccc4)c32)cc1 (stereo not drawn)	-2	0.2	5
COc1ccc2c3c([nH]c2c1)[C@H](CO)N(Cc1ccccc1F)CC31CN(C(=O)C2CCCC2)C1	-12	-0.1	2

The list goes on.
SMILES	RAD52 inh	E-sel inducer	ERAP1 HTS inh
CC(C)CC(=O)Nc1ccc(C(=O)COC(=O)CN2C(=O)NC3(CCCCC3C)C2=O)cc1 (stereo not drawn)	-39	-0.2	0
COc1ccc(N2CCN(C(=O)c3ccc4c(c3)[nH]c(=S)n3c5ccccc5nc43)CC2)cc1	8	0.8	0
CCOC(=O)/C(C#N)=C/c1cn(CCC(=O)O)nc1-c1ccc(Cl)cc1	-15	0.7	-1
CCOC(=O)[C@]12CCCC=C1N(Cc1ccc(Cl)cc1Cl)C(=O)[C@H](CC(=O)NCc1cccc(C(F)(F)F)c1)C2	-16	0.4	3
CC(C)c1[nH]nc2c1C(c1ccccc1)N(c1ccccc1)C2=O (stereo not drawn)	0	1.1	4
COc1ccc2c3c([nH]c2c1)[C@@H](CO)N(C(=O)c1ccccc1)CC31CN(C(=O)Nc2cccc(F)c2)C1	-16	0.6	-4
COC(=O)CC1=NN(c2ccccc2)C(=O)C1	-13	0.1	3
COC1=Nc2ccccc2N2CCN=C12	-20	0.1	4
CCCCn1nnnc1C1(C)CCC(=O)N1Cc1ccc(F)cc1 (stereo not drawn)	-6	0.1	-3
CCCc1nnc(NC(=O)CCC(=O)NC2CCCc3ccccc32)s1 (stereo not drawn)	-8	-0.1	1
O=C(Cc1ccc(Cl)cc1)Nc1ncc([N+](=O)[O-])s1	-15	0.3	8
Cc1c(C(=O)N2CCN(S(=O)(=O)c3ccccc3)CC2)oc2ccccc12	-7	0.0	0
CCCCN1C(=O)C(CC(=O)NCCCCc2ccccc2)CC(C(=O)N2CCCCCC2)=C1C (stereo not drawn)	-11	1.1	2
Cn1c(=O)c2c(nc(Oc3ccccc3Cl)n2C)n(C)c1=O	-17	0.0	-1
O=C1CSC(c2cccs2)N1c1nncs1 (stereo not drawn)	2	0.2	-1
CCCCNC(=O)C[C@@H]1C[C@@]2(C(=O)OC)CC(C)(C)CC=C2N(Cc2ccc3c(c2)OCO3)C1=O	-1	-0.1	5
O=C(CCc1ccccc1)Oc1ccccc1[N+](=O)[O-]	-4	0.0	4
COc1ccc(CN2CCN(S(=O)(=O)c3ccccc3)CC2)c(OC)c1OC	-9	0.3	3
COc1cc(C(=O)NCc2ccc(-c3nc4ccccc4s3)cc2)cc(OC)c1OC	-8	-0.8	0
CCC(C)Nc1nc(Cl)nc(N(C#N)CN2C(=O)c3ccccc3S2(=O)=O)n1 (stereo not drawn)	-18	-0.1	1
COc1cccc(N2CCN(C(=O)c3nc4nc(C)cc(C)n4n3)CC2)c1	-4	6.4	-10
COc1ccc(C(=O)N2C(=S)NC(=O)/C2=C\c2ccc(C)cc2)cc1	-315	1.6	0
COc1ccc(C(=O)/C=C2/C(=O)Nc3ccccc32)c(OC)c1	-3	0.0	1
Cc1ccc(-n2c(-c3ccccc3)c[n+]3c2CCc2ccccc2-3)c(C)c1	-6	-0.5	-6

Part of the list above in order of SMILES length, high to low.
SMILES	RAD52 inh	E-sel inducer	ERAP1 HTS inh
O=C(NCc1ccccc1)[C@@H]1CCCN1C(=O)[C@H]1CCCN1C(=O)N1CCCCC1	-7	0.0	-4
Cc1c(C(=O)N2CCN(S(=O)(=O)c3ccccc3)CC2)oc2ccccc12	-7	0.0	0
COc1ccccc1OCCOC(=O)Nc1ccccc1	2	-0.2	13
CC(C)(C)NC(=S)NCC1CC1	17	-4.1	4

The list goes on.
SMILES	RAD52 inh	E-sel inducer	ERAP1 HTS inh
O=C(N[C@H](Cc1ccccc1)C(=O)NCCCN1CCCC1=O)[C@H]1O[C@@H](n2ccc(=O)[nH]c2=O)[C@H](O)[C@@H]1O	-5	0.4	0
COC(=O)C1=C(C)N(Cc2ccc(Br)cc2)C(=S)NC1c1cccc(Br)c1 (stereo not drawn)	-4	-0.2	2
CCOC(=O)c1c(C)[nH]c(C)c1C(=O)COC(=O)c1cc2ccccc2cc1O	-87	-0.1	1
C/C(=N/NC(=O)C(C)n1nc(C)c([N+](=O)[O-])c1C)c1ccc(OCC(N)=O)cc1 (stereo not drawn)	-15	1.3	5
O=C(CN(C(=O)CNC(=O)c1ccco1)c1ccc2c(c1)OCCO2)NC1CCCC1	-10	1.0	-1
C#CCNC(=O)c1cc(-c2ccccc2)sc1N	-9	0.2	-1
O=c1[nH][nH]c2c1C(C1CCCCC1)OC(C1CCCCC1)C2 (stereo not drawn)	-6	-0.2	1
Cn1nc(C(=O)Nc2sc3c(c2C#N)CCCC3)ccc1=O	-12	0.6	3
CCCCCCNc1nc(Cl)nc(NC(C)(C)CO)n1	-15	15	2
CCCCn1c(SCC(=O)NC2CCCC2)nc2ccccc2c1=O	-3	2.6	2
CSc1ccc(/C=N/NC(=O)c2cccc(Cl)c2)cc1	-5	0.1	1
CC(C)(C)NC(=O)C(=O)NCc1ccncc1	-5	-0.5	3
c1ccc(N/N=C(\Cc2ncc[nH]2)c2ccccc2)cc1	-4	-0.5	1
COc1ccc(S(=O)(=O)N2[C@@H]3CNC[C@H]2C3c2ccc(-c3ccccc3OC)cc2)cc1 (stereo partly drawn)	35&30	0.0&0.0	1&1
COc1ccc(C(=O)OCN2C(=O)c3ccccc3C2=O)cc1	-5	-0.1	-1
COc1cccc(C(=O)Nc2nnc(Cc3ccc(OC)c(OC)c3)s2)c1	-9	0.4	6
CC(=O)NC[C@H]1[C@@H](c2ccc(C3=CCCCC3)cc2)[C@@H](CO)N1C(=O)C1CC1	-4	-0.1	4
CC1(C(=O)NCc2ccccc2)CN(S(C)(=O)=O)CC(=O)N1CCCn1ccnc1 (stereo not drawn)	-13	0.1	-1
CC(C)[C@@H](C)/C=C/[C@@H](C)[C@H]1CC[C@@H]2[C@]1(C)CCC1[C@]23C=C[C@]2(C[C@@H](O)CC[C@]12C)N(c1ccc([N+](=O)[O-])cn1)O3 (stereo partly drawn)	73*	-0.1	-7
CC(C)(C)OC(=O)N1CCN(C(c2ccnc3ccccc23)c2nnnn2-c2ccc3c(c2)OCCO3)CC1 (stereo not drawn)	-19	-0.1	1
Nc1[nH]c(C(=O)c2ccc(Br)cc2)c(-c2ccncc2)c1C(=O)c1ccccc1	2	-0.1	0
COc1ccc2c3c([nH]c2c1)[C@@H](CO)N(C(=O)C1CCCC1)CC31CCN(S(C)(=O)=O)CC1	1	-0.6	-9
COc1cccc(-n2c(SCC(=O)c3c[nH]c4ccccc34)nc3ccccc3c2=O)c1	-26	-0.1	0
CCOC(=O)CCc1ccc(NC(=O)/C=C/c2ccc([N+](=O)[O-])o2)cc1	-17	-0.6	5
CCOC(=O)C1CSCCS(=O)(=O)N1Cc1cccc(Cl)c1 (stereo not drawn)	6	-0.2	1
COc1ccc(-c2[nH]c(-c3ccc(C)cc3)nc2SCC(=O)Nc2nccs2)cc1	-13	0.3	-2
CCNC(=O)N(C)[C@H]1C[C@H]2c3[nH]c4c(-c5ccc6c(c5)OCO6)cccc4c3CCN2C(=O)[C@H]1[C@H](C)O	-12	0.3	1
CC1CCCN(C2(O)C(=O)Nc3c(C(F)(F)F)cccc32)C1 (stereo not drawn)	-3	0.0	4
CCn1c(=N)n(CC(O)COc2ccc(C)cc2)c2ccccc21 (stereo not drawn)	9	-0.1	-1
Cc1cccc(C)c1NC(=O)C(C1CC1)n1c(=O)c(-c2ccco2)nc2ccccc21 (stereo not drawn)	-26	-0.1	1
CCCCn1nnnc1C1(C)CCC(=O)N1CCc1ccccc1F (stereo not drawn)	-14	-0.2	1
Cc1csc(=O)n1CC(=O)OCC(=O)c1c(N)n(CC(C)C)c(=O)n(C)c1=O	-8	-1.3	4
COC(=O)C1=C(C)N(Cc2ccccc2C(F)(F)F)C(=NCc2ccc(OC)cc2)NC1c1ccc(F)cc1 (stereo not drawn)	-23	-0.2	3
CC(C)NC(=O)CN1CCN(C(c2ccnc3ccccc23)c2nnnn2-c2ccc3c(c2)OCCO3)CC1 (stereo not drawn)	-18	-0.3	2
COC(=O)/C=C1\SC(=NC(=O)c2cccc(Cl)c2)NC1=O	-16	-0.3	-2
CCOc1ccc(/C=N/NC(=O)c2ccc(Cn3cc(Br)cn3)o2)cc1	-14	-1.0	3

Grouped by structure, the compounds so far containing two or more sulfur atoms (three)
SMILES	RAD52 inh	E-sel inducer	ERAP1 HTS inh
O=C1CSC(c2cccs2)N1c1nncs1 (stereo not drawn)	2	0.2	-1
CCOC(=O)C1CSCCS(=O)(=O)N1Cc1cccc(Cl)c1 (stereo not drawn)	6	-0.2	1
COc1ccc(-c2[nH]c(-c3ccc(C)cc3)nc2SCC(=O)Nc2nccs2)cc1	-13	0.3	-2

Entries of single compounds, looked up by structure.
CC1CCCN(C2(O)C(=O)Nc3c(C(F)(F)F)cccc32)C1 (stereo not drawn) across the screens: RAD52 inh = -3; E-sel inducer = 0.0; ERAP1 HTS inh = 4
Cc1cccc(C)c1NC(=O)C(C1CC1)n1c(=O)c(-c2ccco2)nc2ccccc21 (stereo not drawn) across the screens: RAD52 inh = -26; E-sel inducer = -0.1; ERAP1 HTS inh = 1

Following part:
SMILES	RAD52 inh	E-sel inducer	ERAP1 HTS inh
Brc1ccc(-c2csc(NC3=NCCCCC3)n2)cc1	-3	-0.6	3
Cc1ccc(C(=O)C(C)N(C(=O)c2ccc(Cl)cc2Cl)N2C(=O)CCCC2=O)cc1 (stereo not drawn)	-9	-1.6	-1
OCCC1CN(Cc2ccncc2)CCN1C1CCCC1 (stereo not drawn)	-10	-0.6	3
COC(=O)[C@]12C[C@H](CC(=O)NCc3ccccc3)C(=O)N(Cc3ccccc3)C1=C[C@H](C1CCCC1)O[C@@H]2C	-7	0.0	5

Screening data as filed in PubChem BioAssay.
